Compound activity deposited in PubChem BioAssay by several laboratories.
IMP-1 inhibitor – blocks Pseudomonas aeruginosa IMP-1 metallo-beta-lactamase | inhibition, % at 5.6 µM | AID 1556 | 290,000 compounds, 0.45% hits | purified IMP-1, nitrocefin hydrolysis, epi-absorbance fluorescence;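 active = inhibition above the mean plus 3 SD of all compounds in the same screening run, cut at about 4.5% in these data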;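 note: 0% = IMP-1 with DMSO and 100% = DMSO wells lacking enzyme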
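Material – recombinant IMP-1 enzyme, purified · Amount – IMP-1 0.2 nM before substrate addition · Medium – HEPES buffer pH 7.1 with ZnSO4 and Brij 35 · Timing – 25 °C, 15 min preincubation, 25 min reaction · Measured by – plate fluorescence quenching by hydrolysis product, ex 480/em 530 nm · Read-out – percent enzyme inhibition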
SUMO HTRF inh – SUMOylation inhibition; HTRF SUMOylation assay, SAE1/SAE2 + UBC9, in vitro; inhibition, % at 35 µM; 290,000 compounds, 0.36% hits; AID 2006; in the data active = inhibition above about 50%, passing the limit was not always enough; note: strong numbers were not always called active
Target sequence (P63279 whole entry, looked up): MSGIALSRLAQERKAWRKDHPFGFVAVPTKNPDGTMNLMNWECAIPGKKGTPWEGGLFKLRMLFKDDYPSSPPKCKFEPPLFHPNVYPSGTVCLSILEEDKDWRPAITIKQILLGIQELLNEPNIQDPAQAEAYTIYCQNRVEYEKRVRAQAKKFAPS
p-CIP stab down – lowers stability of the mouse p/CIP coactivator protein; decrease of EGFP signal, % at 10 µM; Q05BA5; F442A p/CIP-EGFP cells, EGFP fluorescence, 16 h; AID 1984; 290,000 compounds, 0.01% hits;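 active = EGFP signal decrease of at least 30% at 10 µM or well 3 SD below plate mean, unless failing retest; inactive = the rest, including hits failing retest or dose response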; note: some compounds called inactive have numbers as strong as hits; many of its hits are not listed in these tables
MEKK3 PB1 HTS – raises or lowers MEK5 binding to the human MEKK3 PB1 domain | 290,000 compounds, 1.4% hits | binding response (% of control), % at 10 µM | bead-based flow cytometry, Alexa488-MEK5 binding to MEKK3; actives lie on both sides; 0 = blocked by unlabeled MEK5, 100 = vehicle | Q99759;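 active = binding response more than 3 SD above or below the average of its plate-row segment, actives on both sides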;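 note: Alexa488 bead fluorescence after subtracting the streptavidin-only scavenger bead signal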
Target sequence (Q99759 whole entry, looked up, the tested form may be a part): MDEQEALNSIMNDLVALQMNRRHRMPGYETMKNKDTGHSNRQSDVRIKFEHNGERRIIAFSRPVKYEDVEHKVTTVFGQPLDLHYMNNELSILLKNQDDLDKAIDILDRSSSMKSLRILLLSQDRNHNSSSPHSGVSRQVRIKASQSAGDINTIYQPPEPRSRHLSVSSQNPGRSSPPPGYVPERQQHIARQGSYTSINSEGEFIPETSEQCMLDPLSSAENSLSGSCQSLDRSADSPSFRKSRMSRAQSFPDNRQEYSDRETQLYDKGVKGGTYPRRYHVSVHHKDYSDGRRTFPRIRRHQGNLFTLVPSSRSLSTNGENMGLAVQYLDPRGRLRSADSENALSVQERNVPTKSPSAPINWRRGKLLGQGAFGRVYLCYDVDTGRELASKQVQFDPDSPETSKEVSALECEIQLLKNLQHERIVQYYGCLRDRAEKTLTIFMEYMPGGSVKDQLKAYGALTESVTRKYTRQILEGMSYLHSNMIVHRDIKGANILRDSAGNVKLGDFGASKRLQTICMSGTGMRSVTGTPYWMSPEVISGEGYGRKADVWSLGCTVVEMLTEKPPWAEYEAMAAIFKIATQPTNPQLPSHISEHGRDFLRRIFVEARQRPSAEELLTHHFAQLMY
IDE cell activ – boosts human insulin-degrading enzyme activity in HEK cells; FAbeta-B cleavage, fluorescence polarization; 0% vehicle, 100% cell-free pure enzyme wells; activation, % at 5.96 µM; P14735; 340,000 compounds, 0.073% hits; AID 493087;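 active = activation above the mean of all tested compounds plus 3 SD, set per screening campaign, cut at about 17% in these data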
DNA FID counter – displaces DNA intercalator in HCV helicase counter-screen; DNA fluorescent intercalator displacement, fluorescence; inhibition, % at 7.9 µM; 290,000 compounds, 0.17% hits; in the data active = inhibition above about 37%;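 note: 0% = vehicle and 100% = reference compound; higher means more ethidium bromide displaced from hairpin DNA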
PHOSPHO1 block – inhibitors of human PHOSPHO1 phosphatase; Q8TCT1; recombinant PHOSPHO1, absorbance phosphatase assay; inhibition, % at 13.3 µM; 290,000 compounds, 1.1% hits; AID 1565; in the data active = inhibition above about 60%
Target sequence (Q8TCT1 whole entry, looked up): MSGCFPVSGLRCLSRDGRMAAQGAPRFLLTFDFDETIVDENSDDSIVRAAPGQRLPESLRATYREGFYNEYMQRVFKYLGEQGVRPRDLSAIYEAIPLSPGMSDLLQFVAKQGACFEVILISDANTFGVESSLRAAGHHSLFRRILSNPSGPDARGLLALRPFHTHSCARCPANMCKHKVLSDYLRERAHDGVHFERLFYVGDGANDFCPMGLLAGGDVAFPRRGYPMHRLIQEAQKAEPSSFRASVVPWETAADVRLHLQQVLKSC
HCV NS3 hel inh – blocks Hepatitis C virus NS3 helicase unwinding | NS3 helicase DNA unwinding, Cy5 molecular beacon fluorescence | 290,000 compounds, 0.56% hits | inhibition, % at 10.9 µM;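 active = inhibition above the mean of all tested compounds plus 3 SD, set per campaign, cut at about 35% in these data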;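 note: 0% = DMSO wells and 100% = thioflavine S control wells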
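Control set: DMSO versus 110 µM thioflavine S; Material: NS3 helicase fragment of HCV; Measured by: Cy5 fluorescence at 0 and 60 min, beacon hairpin quenching; Read-out basis: percent inhibition from t60/t0 fluorescence ratio; Times: reaction time 60 min, 25 °C; Repeats: single replicate; Compound dosing: single dose, 10.9 µM nominal final, DMSO 0.8% final.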
VIM-2 inhibitor – blocks Pseudomonas aeruginosa VIM-2 metallo-beta-lactamase; purified VIM-2, nitrocefin hydrolysis, epi-absorbance fluorescence; inhibition, % at 5.6 µM; 290,000 compounds, 0.89% hits;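 active = inhibition above the mean of all tested compounds plus 3 SD, cutoff set per screening run, cut at about 7.5% in these data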;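 note: red hydrolysis product quenches plate fluorescence so inhibitors raise well fluorescence; 0% = enzyme with DMSO and 100% = DMSO without enzyme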
Starred values were filed as active, the others as inactive; nt = no result given. A portion of the library; count on the stated rates, not on these rows.

Each structure is followed by: IMP-1 inhibitor, SUMO HTRF inh, p-CIP stab down, MEKK3 PB1 HTS, IDE cell activ, DNA FID counter, PHOSPHO1 block, HCV NS3 hel inh, VIM-2 inhibitor
1) CC(=O)Nc1ccc(NC(=O)CN(c2ccc(C(C)C)cc2)S(=O)(=O)c2ccccc2)cc1
→ -0.9, 15.8, 5.2, 110.0, 4.5, -8.3, 2.3, 3.0, 1.4
2) COc1cccc(/C=N/NC(=O)c2ccc(-c3ccccc3)cc2)c1O
→ -1.9, 20.7, 2.8, 105.0, -10.2, -11.1, 13.0, -0.3, -4.0
3) O=c1cc(-c2ccccc2Cl)oc2c(NS(=O)(=O)c3ccccc3OC(F)(F)F)ccc(O)c12
→ nt, -44.6, 6.7, 93.0, 4.1, nt, 17.5, nt, nt
4) Cc1ccc(OCC(=O)Nc2sc3c(c2C#N)CCC3)cc1
→ -0.4, -22.1, 9.0, 106.0, 3.0, -3.8, 18.4, 4.7, 1.2
5) COc1cccc(CC(=O)Nc2nccs2)c1
→ -4.8, 20.4, -17.6, 103.0, 5.8, -4.7, 15.2, 1.5, -0.7
6) COc1ccc(Cl)cc1N(C(C)C(=O)NC1CCCC1)S(C)(=O)=O (stereo not given)
→ -3.7, 7.7, -11.0, 99.0, 3.5, -7.0, -17.9, -5.8, -1.5
7) CCCCC(CC)CNC(=O)CN1C(=O)NC2(CCc3ccccc32)C1=O (stereo not given)
→ -2.4, 11.8, -13.8, 100.0, 5.0, -28.7, 22.8, -7.4, -1.2
8) COc1cc(C(=O)NCCNC(=O)c2cnccn2)cc(OC)c1OC
→ -0.8, 11.8, -14.5, 102.0, 2.2, -3.7, 5.8, 1.5, -2.2
9) CC(C)c1ccc(N2C(=O)CC(Sc3nc4ccccc4o3)C2=O)cc1 (stereo not given)
→ -2.2, 6.5, -17.7, 99.0, -5.7, -20.6, -17.6, -3.4, -3.9
10) CC(Oc1ccc2c3c(c(=O)oc2c1)CCC3)C(=O)NCCCn1ccnc1 (stereo not given)
→ -1.9, 12.5, 4.8, 99.0, -2.0, 1.1, 29.0, 1.4, 26.7*
11) Brc1ccc(OCCOCCOc2cccc3cccnc23)cc1
→ -0.1, nt, nt, 110.0, 0.2, -18.1, nt, -6.7, -5.8
12) Cc1cc(C)n(CCCC(=O)O)n1
→ -1.8, 9.9, -3.4, 103.0, 4.0, 6.2, 40.8, -2.9, -3.6
13) COC(=O)c1ccc(C(=O)OC)c(NC(=O)CN2CCN(c3ccccc3OC)CC2)c1
→ -3.7, 32.9, -13.4, 104.0, 1.2, -11.6, 14.3, 6.6, -2.2
14) Cn1nnc(NC(=O)c2cccc([N+](=O)[O-])c2)n1
→ -2.0, 8.6, 6.1, 98.0, 5.4, -0.4, -8.5, -5.4, -2.2
15) C=CCN(C(=O)CNC(=O)c1ccco1)C(C(=O)NC1CCCCC1)c1ccccc1 (stereo not given)
→ -2.1, 20.0, -8.5, 99.0, 0.1, -25.7, -33.7, 5.7, -1.6
16) COc1ccc(NC(=S)N2CCN(CCN=CC3=C(O)CC(c4ccccc4)CC3=O)CC2)cc1 (stereo not given)
→ -4.5, -12.9, 0.9, 108.0, 1.4, -10.5, 7.9, 4.0, -4.0
17) Cc1ccc(C2(C)NC(=O)N(CC(=O)NCc3ccccc3Cl)C2=O)cc1 (stereo not given)
→ -2.3, 8.2, -1.9, 104.0, -1.9, -11.5, 37.3, 0.4, -0.4
18) CC(C)Cn1c(SCC(=O)NC(=O)Nc2ccc3c(c2)OCCO3)nc2ccccc2c1=O
→ -1.5, -29.9, 16.4, 103.0, -3.1, -3.1, -8.3, 3.0, -0.5
19) CSc1ccc(C2c3[nH]c4ccccc4c3CCN2C(=O)c2cc(C)n(C)n2)cc1 (stereo not given)
→ -0.6, -6.0, -7.0, 99.0, nt, -26.4, 41.1, -3.0, -0.7
20) CCc1sc(NC(=O)COC)nc1-c1ccccc1
→ -0.4, 1.7, -2.4, 102.0, 5.4, -10.0, 22.8, -5.5, -0.4
21) C=CCn1c(SCC(=O)NC23CC4CC(CC(C4)C2)C3)nc2cc(C(=O)O)ccc2c1=O
→ -2.6, -0.4, -0.9, 98.0, 4.6, -41.8, 15.5, 12.9, -2.2
22) COc1ccc2cc(Br)ccc2c1CC(=O)N1CCCC1
→ -3.9, 11.7, -6.6, 110.0, 5.2, -37.8, 9.7, 2.4, -0.6
23) CCN1CCN(c2ccc(NC(=O)COc3ccc([N+](=O)[O-])cc3)cc2)CC1
→ -2.0, 5.9, -1.5, 100.0, 1.5, 17.6, 22.6, -7.2, 4.0
24) CC(C)(C)c1nnc(NC(=O)C2CCN(c3ncccn3)CC2)s1
→ -5.5, 1.8, -2.8, 94.0, 4.9, -9.2, 25.6, 23.7, -4.4
25) CC(=O)Nc1cc2c(nc1C)nc(C)n2Cc1ccc(Br)cc1
→ -2.1, 4.0, 9.3, nt, -5.7, -3.8, -6.7, 3.2, -1.8
26) CC1=C(C(=O)OCC(Br)(Br)Br)C(c2ccc(Br)cc2)NC(=O)N1CCCC(=O)O (stereo not given)
→ -3.4, 0.9, -3.1, 105.0, nt, -34.3, 10.9, -8.8, -2.9
27) CC(=O)n1cc(N(C(=O)CCl)c2ccc(Cl)cc2)c2ccccc21
→ -0.6, 12.0, -3.2, 93.0, nt, -21.9, 28.1, 1.6, -2.5
28) CC(=O)Cc1nsc(Nc2ccc(F)cc2)n1
→ -4.3, 11.0, 8.0, 99.0, 1.4, -6.4, 16.5, 8.0, -4.1
29) CCc1nnc(SCC(=O)Nc2nccs2)n1CC
→ 0.1, -0.2, -5.3, 105.0, 1.1, -4.4, 9.8, 11.0, -1.1
30) CCNC(=O)NC(=O)CSc1cccc(C(F)(F)F)c1
→ 0.4, 13.1, -11.2, 104.0, 0.4, -6.0, -19.3, -1.1, -2.7

A different layout for three compounds above.
| No. | compound | IMP-1 inhibitor | SUMO HTRF inh | p-CIP stab down | MEKK3 PB1 HTS | IDE cell activ | DNA FID counter | PHOSPHO1 block | HCV NS3 hel inh | VIM-2 inhibitor |
| --- | --- | --- | --- | --- | --- | --- | --- | --- | --- | --- |
| 10 | CC(Oc1ccc2c3c(c(=O)oc2c1)CCC3)C(=O)NCCCn1ccnc1 (stereo not given) | -1.9 | 12.5 | 4.8 | 99.0 | -2.0 | 1.1 | 29.0 | 1.4 | 26.7* |
| 8 | COc1cc(C(=O)NCCNC(=O)c2cnccn2)cc(OC)c1OC | -0.8 | 11.8 | -14.5 | 102.0 | 2.2 | -3.7 | 5.8 | 1.5 | -2.2 |
| 27 | CC(=O)n1cc(N(C(=O)CCl)c2ccc(Cl)cc2)c2ccccc21 | -0.6 | 12.0 | -3.2 | 93.0 | nt | -21.9 | 28.1 | 1.6 | -2.5 |

(more compounds)
Each structure is followed by: IMP-1 inhibitor, SUMO HTRF inh, p-CIP stab down, MEKK3 PB1 HTS, IDE cell activ, DNA FID counter, PHOSPHO1 block, HCV NS3 hel inh, VIM-2 inhibitor
31) O=C(Cc1c(Cl)cccc1Cl)Nc1ccncc1Cl
→ -1.5, -4.1, -10.2, 101.0, -0.4, -13.6, 25.0, 1.4, -1.0
32) COCCNC(=O)c1ccc(NS(=O)(=O)c2ccc3[nH]c(=O)[nH]c3c2)cc1
→ -5.3, 9.2, -11.9, 104.0, 2.0, -6.8, 12.5, 19.8, -4.4
33) Cc1nn(CCCC(=O)NCc2ccccc2Cl)c(=O)c2nccn12
→ -2.1, -7.2, -2.3, 102.0, -0.9, -5.3, 35.7, -9.9, -0.2
34) Nc1cccc(CCc2nc3cc4ccccc4cc3[nH]2)c1
→ -1.4, -40.5, 13.5, 96.0, -3.6, 3.3, -13.4, 4.0, 0.3
35) Cc1nn(CCO)c(C)c1Oc1ccccc1O
→ -0.8, 22.3, -5.3, 101.0, 3.9, 2.5, -4.2, 6.9, -2.9
36) CC(C(=O)NCc1ccccc1)N(CCN1CCOCC1)C(=O)c1snc(C(N)=O)c1N (stereo not given)
→ -1.7, 0.7, 0.7, nt, nt, -0.9, -3.5, -4.0, -2.6
37) Cc1ccc(-c2noc(C3CCCN(C(=O)c4ccccc4Br)C3)n2)cc1 (stereo not given)
→ -2.7, -13.6, 3.4, 107.0, 2.0, -35.8, 35.7, -8.7, 1.3
38) Brc1ccc(-c2noc(C3CCCCC3)n2)cc1
→ -2.0, -6.8, 5.4, 105.0, 8.7, -1.6, 19.5, 0.2, -3.9
39) OC1(c2ccc(Cl)cc2)CN(c2ccccc2)C2=[N+]1CCS2 (stereo not given)
→ -1.9, 8.2, -5.1, 102.0, 6.6, -3.3, 3.5, 7.6, -2.4
40) CCOC(=O)c1[nH]c2ccccc2c1CCCN1C(=O)c2ccccc2C1=O
→ -1.8, -15.8, 2.1, 119.0, 4.0, -8.6, 20.1, -17.2, -3.1
41) Cc1ccc(C2N(c3ccccc3)C(=S)N3CCCN23)cc1 (stereo not given)
→ -2.5, 16.7, -3.2, 104.0, 0.0, -11.8, 21.0, -3.7, -1.4
42) COc1cc(-c2cc(C(=O)NCc3ccc(S(N)(=O)=O)cc3)c3ccccc3n2)cc(OC)c1OC
→ -2.2, 8.3, -9.3, 103.0, -0.5, -32.8, 14.6, -4.5, -0.2
43) Cc1oc(C2CC2)cc1C(=O)O
→ -5.5, 13.7, -8.0, 102.0, 1.3, -3.0, -10.0, 3.7, -1.3
44) CN1/C(=C\C(=O)c2ccccc2Cl)c2ccccc2CC1(C)C
→ -1.6, 24.4, -4.3, 98.0, 5.6, -33.0, -6.8, -3.0, -0.4
45) COc1ccc(NC(=O)CSc2nnc(-c3ccccc3C)n2C)cc1
→ -2.3, -1.2, 1.7, 93.0, -9.0, -22.3, -4.0, -3.5, -1.7
46) COc1ccc(-n2nc(C(=O)NCC(=O)NCc3ccccc3OC)c3ccccc3c2=O)c(OC)c1
→ -3.7, 21.2, 0.3, 101.0, 6.8, -4.8, -32.7, -4.6, -3.1
47) Cc1cc(NC(=O)CSc2nnnn2-c2ccccc2C)no1
→ -2.8, 0.4, -3.8, 103.0, 6.0, -23.5, 41.8, 7.3, -0.6
48) COC(=O)c1ccc(/C=C/c2nc3ccccc3c(=O)[nH]2)cc1
→ -3.6, 7.4, -0.8, 101.0, 3.1, -3.6, 15.0, -0.9, -3.6
49) Cc1ccc(C)c(C(=O)NC(C)c2ccc(-n3ccnc3)cc2)c1 (stereo not given)
→ -2.8, -6.5, -19.0, 100.0, 2.4, -14.9, 47.6, 17.0, -2.5
50) CCOc1ccc(CCNC(=O)CN2C(=O)COc3ccc(S(=O)(=O)N4CCOCC4)cc32)cc1
→ -3.3, 14.2, -6.7, 103.0, -1.7, -34.6, 36.8, -0.7, -1.4
